Source: PubChem (several laboratories)
SR-BI DiI inh: blocks mouse SR-BI lipid uptake from DiI-HDL | ldlA[mSR-BI] CHO cells, DiI-HDL uptake fluorescence, 3 h | inhibition, % at 12.5 µM | 320,000 tested, 0.96% active | AID 488896;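 active = mean replicate inhibition of at least 70% and a set share of replicates each scoring 70 or more; inconclusive = meets just one of the two criteria; inactive = fails both criteria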;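 also: 0% = median of neutral control wells and 100% = median of positive control wells; values of inactives mirror those of a sister screen read the other way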
PvdQ acylase: P. aeruginosa PvdQ acylase inhibition; 340,000 tested, 0.063% active; purified PvdQ acylase, fluorescence plate reader; AID 488965; inhibition, % at 10 µM; in the data active = inhibition above about 30%, passing the limit was not always enough; inconclusive = no clear call, values can overlap the other calls;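 also: 0% = vehicle neutral wells and 100% = reference inhibitor wells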
dFosB act: mouse delta FosB homodimer activation; P13346; purified delta FosB, TAMRA-CDK5 oligo fluorescence polarization; percent of positive-control signal above neutral wells; activation, % at 25 µM; 340,000 tested, 0.99% active;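 active = mean activation above about 17%, with every replicate also reaching it, limit read from the data, passing the limit was not always enough; inconclusive = only one of the two conditions met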;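 also: fluorescence polarization rise as delta FosB binds a TAMRA Cdk5 AP-1 oligo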
Target sequence (P13346 whole entry, looked up): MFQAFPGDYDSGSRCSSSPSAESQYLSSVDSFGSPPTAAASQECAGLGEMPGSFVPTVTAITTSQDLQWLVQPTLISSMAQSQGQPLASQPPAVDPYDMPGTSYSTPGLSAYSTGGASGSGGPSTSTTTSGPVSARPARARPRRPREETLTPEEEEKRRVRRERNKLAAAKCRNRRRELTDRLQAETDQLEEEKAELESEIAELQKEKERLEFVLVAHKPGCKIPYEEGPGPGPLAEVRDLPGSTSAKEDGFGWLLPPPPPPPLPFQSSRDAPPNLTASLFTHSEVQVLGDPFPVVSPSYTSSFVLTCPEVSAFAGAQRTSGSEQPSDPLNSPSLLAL
SR-BI uptake up: SR-BI HDL lipid transfer activation; CHO ldlA[mSR-BI] cells, DiI-HDL uptake fluorescence, 3 h; 100 = double the neutral-control signal; AID 504775; activation, % at 12.5 µM; 320,000 tested, 0.096% active;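 active = mean replicate activation of at least 60% and every replicate at or above 60%; inconclusive = mean or all-replicate condition met, but not both; inactive = mean below 60% and not all replicates reaching 60%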;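 also: 0% = median plate neutral-control signal and 100% = twice that signal; values of inactives mirror those of a sister screen read the other way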
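System: LDL receptor-deficient CHO ldlA cells overexpressing murine SR-BI | Timing: 3 h uptake period with compound, 37 °C | Medium: HEPES-buffered (25 mM, pH 7.4) F12 plus 0.5% BSA | Dosing: Single-point compound dose | Signal: Bottom-read fluorescence, 550/595 nm | Read-out: Retained DiI signal reflecting DiI-HDL uptake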
RTF Ca sens act: cardiac RTF calcium sensitization; IANBD-labeled TnC RTF fluorescence at EC20 calcium; 0% EC20 calcium, 100% full calcium; 340,000 tested, 0.24% active; P19429+P45379; activation, % at 7.2 µM;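 active = activation above the mean over all tested compounds plus 3 SD, cut at about 30% in these data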;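 also: rise in fluorescence read as greater calcium sensitivity of cardiac thin filaments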
MITF act: activators of MITF-driven TRPM1 promoter activity in SK-MEL-5 cells | SK-MEL-5 TRPM1-promoter luciferase, 24 h; % of positive control, neutral wells = 0 | activation, % at 12.5 µM | 300,000 tested, 0.75% active;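 active = mean activation of at least 80% with every replicate also reaching 80%; inconclusive = mean reaches 80% but some replicate falls short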;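 also: 0% = neutral control wells and 100% = parthenolide positive control wells; values of inactives mirror those of a sister screen read the other way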
Wnt act: Wnt/beta-catenin pathway activation | Wnt/beta-catenin reporter cell assay, activator, plate reader | activation, % at 9.35 µM | 300,000 tested, 1.2% active; in the data active = activation above about 30%, passing the limit was not always enough; inconclusive = no clear call, values can overlap the other calls;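 also: 0% = neutral control wells and 100% = positive control wells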
Rtt109 HAT inh: inhibitors of Candida albicans Rtt109/Vps75 histone acetyltransferase. inhibition, % at 34.9 µM. Q5AAJ8. 330,000 tested, 0.16% active. purified Rtt109/Vps75, ThioGlo CoA-SH fluorescence, 4 h;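 active = inhibition of at least 50% in every replicate; inconclusive = best replicate reaches 50% inhibition but some replicates fall short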
Target sequence (Q5AAJ8 whole entry, looked up): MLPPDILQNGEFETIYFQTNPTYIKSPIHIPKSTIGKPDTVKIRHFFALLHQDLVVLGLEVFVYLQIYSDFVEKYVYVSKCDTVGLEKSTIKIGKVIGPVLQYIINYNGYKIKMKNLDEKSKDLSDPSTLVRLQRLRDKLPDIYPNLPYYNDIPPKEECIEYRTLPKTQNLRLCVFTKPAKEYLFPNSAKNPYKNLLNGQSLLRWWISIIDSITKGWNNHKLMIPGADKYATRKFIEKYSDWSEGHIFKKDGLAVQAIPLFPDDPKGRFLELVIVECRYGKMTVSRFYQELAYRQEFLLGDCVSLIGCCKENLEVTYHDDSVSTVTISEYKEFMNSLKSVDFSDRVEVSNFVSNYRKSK
CDK5 inh: blocks human CDK5/p35 kinase activity; Q00535+Q15078; Recombinant CDK5/p35, ADP-Glo luminescence, 60 min; inhibition, % at 10 µM; 330,000 tested, 0.01% active; AID 488839;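 active = highest replicate inhibition of at least 50% and at least 75% of replicates reaching 50%; inconclusive = only one of the two criteria met; inactive = both criteria failed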;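 also: plate controls were DMSO neutral control for no effect and GW8510 at 10 µM for full effect; many of its hits are not listed in these tables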
HTR5A ag ctr: counter-screen for OPRM1-OPRD1 agonists: human HTR5A agonism; P47898; HTR5A agonist assay, luminescence, cell-based; activation, % at 9.3 µM; 340,000 tested, 0.61% active; AID 504692; in the data active = activation mostly above about 9.5%, no sharp cut-off; inactive = mostly below about 7.6%;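 also: 0% = cells with vehicle only and 100% = reference agonist; strong numbers were not always called active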
Target sequence (P47898 whole entry, looked up): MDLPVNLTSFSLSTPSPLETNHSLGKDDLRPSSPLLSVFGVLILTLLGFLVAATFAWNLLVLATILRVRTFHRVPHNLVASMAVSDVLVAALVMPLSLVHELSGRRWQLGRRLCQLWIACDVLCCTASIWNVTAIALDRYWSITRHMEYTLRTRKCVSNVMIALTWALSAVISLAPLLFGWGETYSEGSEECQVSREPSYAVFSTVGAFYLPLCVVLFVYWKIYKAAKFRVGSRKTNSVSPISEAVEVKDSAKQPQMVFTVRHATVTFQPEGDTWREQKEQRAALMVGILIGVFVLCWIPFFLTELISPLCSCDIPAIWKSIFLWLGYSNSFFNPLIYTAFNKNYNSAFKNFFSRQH
Active calls of the source: *; ? = inconclusive; . = not tested or not shown.

SMILES	SR-BI DiI inh	PvdQ acylase	dFosB act	SR-BI uptake up	RTF Ca sens act	MITF act	Wnt act	Rtt109 HAT inh	CDK5 inh	HTR5A ag ctr
NC(CC(=O)OC1CCCCC1)C(=O)OC1CCCCC1 (stereo not drawn)	-2	-6	-5	2	8	-8	.	3	-2.4	4
Cc1ccc(N2CC(C(=O)Nc3ccccc3OC(F)F)CC2=O)cc1 (stereo not drawn)	9	-8	-4	-9	-1	8	-1	0	0.7	0
COC(=O)c1ccccc1NC(=S)N1CCN(c2ccccc2)CC1	-1	-7	-4	1	-2	-2	0	3	0.9	2
C=CCn1c(-c2cccc(S(=O)(=O)N(CC)CC)c2)n[nH]c1=S	-1	5	-2	1	-1	3	-1	-1	-0.3	-5
CCN(C(=O)CSc1nnc2nc(C)cc(C)n12)c1ccccc1	-15	1	1	15	3	1	-1	-3	1.9	5
COc1cc(-c2c(-c3ccc4c(c3)OCO4)noc2-c2ccsc2)ccc1F	28	-7	2	-28	10	9	6	3	1.2	0
COc1ccc(CCC(=O)NNC(=O)Nc2ccc(OC)c(OC)c2)cc1	-3	-17	2	3	1	-5	-1	8	1.6	1
COc1ccc(-n2nc(C(=O)NCC(=O)Nc3cc(Cl)c(OC)cc3OC)c3ccccc3c2=O)cc1	84*	-6	3	-84	-4	-6	-2	-2	-3.1	3
COc1ccc2[nH]c3c(c2c1)CCN1C(=O)N([C@@H](C)C(=O)NC2CC2)C(=O)[C@]31C	32	-7	-1	-32	4	-7	-1	-15	1.4	1
Cc1csc(NC(=O)c2cc[n+]([O-])cc2)n1	-16	-12	-4	16	5	10	1	1	-1.0	2
CCOC(=O)c1ccccc1NC(=O)COC(=O)CSc1ccccc1	-4	2	-8	4	-5	2	2	8	0.5	-1
CCCCC(=O)Nc1ccc(NC(=O)c2ccco2)cn1	-3	-11	2	3	-3	19	3	0	2.3	0
CCOC(=O)N1CCN(CC(=O)c2ccc(O)c(C)c2O)CC1	2	-5	1	-2	-3	20	3	-2	-2.6	0
O=S(=O)(c1ccc(F)cc1)c1nc(-c2ccco2)oc1Nc1ccc(F)cc1	31	-10	-7	-31	-1	8	-3	-3	-1.7	0
COc1c(Cl)cccc1-c1cn2ccccc2n1	21	-13	4	-21	-3	38	16	4	2.6	3

Structures listed above printed as active in SR-BI DiI inh:
Compound	SR-BI DiI inh	PvdQ acylase	dFosB act	SR-BI uptake up	MITF act	Wnt act	Rtt109 HAT inh	CDK5 inh
COc1ccc(-n2nc(C(=O)NCC(=O)Nc3cc(Cl)c(OC)cc3OC)c3ccccc3c2=O)cc1	84*	-6	3	-84	-6	-2	-2	-3.1

(next part)
SMILES	SR-BI DiI inh	PvdQ acylase	dFosB act	SR-BI uptake up	RTF Ca sens act	MITF act	Wnt act	Rtt109 HAT inh	CDK5 inh	HTR5A ag ctr
CC(C)(C)CN1C(=O)C(=O)NC[C@@H]1Cc1ccc(O)cc1	-16	-9	-6	16	2	-4	-2	-3	1.6	2
O=C(CC(=O)NCc1ccccc1)NCc1ccccc1	.	-1	0	.	-2	1	1	-10	0.8	-3
O=C1CCC(C(=O)N2CCCCO2)CN1CCc1ccccc1 (stereo not drawn)	-3	3	-3	3	1	66	28	2	0.0	-2
O=C(N/C=N/O)C(c1ccccc1)c1ncc(C(F)(F)F)cc1Cl (stereo not drawn)	-9	-14	-17	9	-3	-3	0	6	-0.7	2
CC(NS(=O)(=O)c1ccccc1)C(=O)NC1CCCC1 (stereo not drawn)	-14	-8	-6	14	0	-1	0	3	-0.6	4
Cn1c(NC(=O)C2c3ccccc3Oc3ccccc32)cc(=O)n(C)c1=O	-6	9	-4	6	9	-15	.	12	7.8	3
CN(c1ccc(C(=O)Nc2ccccc2C(=O)N2CCOCC2)cc1)S(C)(=O)=O	-8	-1	5	8	-1	.	-3	0	0.1	4
CN(C)c1cccc(C(=O)OCCNC(=O)c2cccc(S(=O)(=O)N3CCOCC3)c2)c1	54	-9	-11	-54	-2	-1	2	-3	0.5	0
c1ccc(SCc2nc3ccccc3[nH]2)nc1	24	-13	-5	-24	-3	54	.	6	-1.2	-1
Cc1cc(Nc2cccc(C(=O)O)c2)n2ncnc2n1	-9	10	3	9	-6	17	2	5	0.8	2
CNC(=S)N(Cc1ccc(Cl)cc1)Cc1cccs1	-29	-12	-10	29	0	.	-1	-1	-0.1	-5
Cc1ccc(C2(C)NC(=O)N(CC(=O)N3c4ccccc4NC(=O)CC3C)C2=O)cc1 (stereo not drawn)	1	-13	-4	-1	3	7	-3	8	-2.9	6
Cc1nnc(OCc2nc3ccccc3n2C)c2ccccc12	13	14	-16	-13	4	8	4	-2	-0.5	0
CCNC(=O)CC1C(=O)N(c2ccc(OC)cc2)C(=O)N1Cc1ccc(OC)cc1 (stereo not drawn)	-15	-5	-4	15	-4	-1	.	5	0.3	-2
CCC(C)(C)n1nnnc1C(c1ccc(N(C)C)cc1)N1CCN(C2CCCCC2)CC1 (stereo not drawn)	-23	26	-2	23	-2	12	-2	4	-0.8	1

An excerpt from above in order of molecular weight, falling:
SMILES	SR-BI DiI inh	PvdQ acylase	dFosB act	SR-BI uptake up	RTF Ca sens act	MITF act	Wnt act	Rtt109 HAT inh	CDK5 inh	HTR5A ag ctr
COc1ccc(-n2nc(C(=O)NCC(=O)Nc3cc(Cl)c(OC)cc3OC)c3ccccc3c2=O)cc1	84*	-6	3	-84	-4	-6	-2	-2	-3.1	3
CCNC(=O)CC1C(=O)N(c2ccc(OC)cc2)C(=O)N1Cc1ccc(OC)cc1 (stereo not drawn)	-15	-5	-4	15	-4	-1	.	5	0.3	-2
O=S(=O)(c1ccc(F)cc1)c1nc(-c2ccco2)oc1Nc1ccc(F)cc1	31	-10	-7	-31	-1	8	-3	-3	-1.7	0
COc1cc(-c2c(-c3ccc4c(c3)OCO4)noc2-c2ccsc2)ccc1F	28	-7	2	-28	10	9	6	3	1.2	0
COc1ccc(CCC(=O)NNC(=O)Nc2ccc(OC)c(OC)c2)cc1	-3	-17	2	3	1	-5	-1	8	1.6	1
COC(=O)c1ccccc1NC(=S)N1CCN(c2ccccc2)CC1	-1	-7	-4	1	-2	-2	0	3	0.9	2
O=C1CCC(C(=O)N2CCCCO2)CN1CCc1ccccc1 (stereo not drawn)	-3	3	-3	3	1	66	28	2	0.0	-2
CNC(=S)N(Cc1ccc(Cl)cc1)Cc1cccs1	-29	-12	-10	29	0	.	-1	-1	-0.1	-5
NC(CC(=O)OC1CCCCC1)C(=O)OC1CCCCC1 (stereo not drawn)	-2	-6	-5	2	8	-8	.	3	-2.4	4
CC(NS(=O)(=O)c1ccccc1)C(=O)NC1CCCC1 (stereo not drawn)	-14	-8	-6	14	0	-1	0	3	-0.6	4
O=C(CC(=O)NCc1ccccc1)NCc1ccccc1	.	-1	0	.	-2	1	1	-10	0.8	-3
Cc1cc(Nc2cccc(C(=O)O)c2)n2ncnc2n1	-9	10	3	9	-6	17	2	5	0.8	2
c1ccc(SCc2nc3ccccc3[nH]2)nc1	24	-13	-5	-24	-3	54	.	6	-1.2	-1
Cc1csc(NC(=O)c2cc[n+]([O-])cc2)n1	-16	-12	-4	16	5	10	1	1	-1.0	2

Other records.
SMILES	SR-BI DiI inh	PvdQ acylase	dFosB act	SR-BI uptake up	RTF Ca sens act	MITF act	Wnt act	Rtt109 HAT inh	CDK5 inh	HTR5A ag ctr
O=S(=O)(/N=C(/Nc1nc2ccccc2s1)c1ccccc1)c1ccc(F)cc1	-1	-6	-7	1	20	48	25	7	3.0	8
CCn1c(CCNC(=O)c2ccc(C)cc2)nnc1SCc1ccc(Cl)c(Cl)c1	19	-12	-16	-19	2	5	.	-3	-1.3	3
COc1cccc(C(=O)N2CCCN(C)CC2)c1OC	0	-3	10	0	0	-9	-2	-1	0.3	2
CCC(C)(NC(=O)c1ccc2c(c1)OCO2)C(=O)NC1CCCCC1 (stereo not drawn)	-1	-5	-4	1	8	-4	-2	0	-0.1	3
N#CNC1=NCN(CCc2ccccc2)CN1	-14	15	7	14	-5	-10	.	-2	-4.5	7
O=C(CN1CCN(Cc2ccccc2)CC1)Nc1cccc(Br)c1	.	-13	1	.	-7	-9	-2	11	0.4	-5
COc1ccc(C2SCCN2C(=S)Nc2cccc(Cl)c2)cc1 (stereo not drawn)	15	-4	13	-15	-2	-3	.	-3	1.9	2
O=c1n(Cc2ccccc2)nc2n1-c1ccccc1SC2	-3	-8	1	3	3	28	10	1	0.3	-3
Cc1cc(N2CCOCC2)cc(C)[n+]1[O-]	-15	0	2	15	3	-5	.	30	0.1	-5
CC1=NN(C(N)=S)C(=O)C1N=Nc1cccc([N+](=O)[O-])c1 (stereo not drawn)	-6	1	2	6	1	25	-2	8	-0.2	3
COc1cccc(S(=O)(=O)NCc2ccc(C(=O)Nc3ccc(Cl)cc3)cc2)c1	25	-8	9	-25	0	-6	-2	-1	1.0	1
O=c1oc2ccccc2n1Cc1ccccc1F	-2	3	4	2	-1	-15	0	-3	-0.4	0
CCCN1CCN(CCCNC(=O)CCNC(=O)Cn2ccc3ccccc3c2=O)CC1	-11	1	-2	11	1	.	.	33	2.1	3
CC(NC(=O)C1CCN(S(=O)(=O)c2ccc(Br)s2)CC1)c1ccccc1 (stereo not drawn)	.	-16	-5	.	2	0	-1	2	-1.6	-5
O=C(c1ccc(Cl)cc1)N1CCC(C(=O)N2CCN(c3ncccn3)CC2)CC1	33	-14	-2	-33	-1	19	5	0	0.7	6
O=c1c2ccccc2nc2n1CCCS2	4	-18	6	-4	6	1	.	.	-0.8	5
Cc1ccc(/C=C2/SC(=O)N(CC(=O)N3CCOCC3)C2=O)s1	7	-14	-2	-7	4	15	-1	-9	-1.2	1
CCOC(=O)c1c(NC(=O)CSc2n[nH]c(-c3ccco3)n2)sc(C)c1C	-18	-18	-8	18	2	.	-4	-7	-1.5	5
O=C(N/N=C/c1ccsc1)c1ccccn1	-12	10	-5	12	3	59	13	2	3.1	1
Cc1cc(SCC(=O)OCC(=O)N2CCCC2=O)c(C)cc1Br	-4	-16	-4	4	-3	-7	1	-3	0.0	0
CCOc1ccc2nc(SCc3ccccc3C#N)sc2c1	-3	-6	0	3	2	?	.	11	-0.1	0
CCCN1Cc2cccc(C(=O)N3CCN(c4ccccc4)CC3)c2C1=O	-5	0	-1	5	12	.	1	-1	0.7	3
